Screening results as filed in PubChem.
miR-122 sensor: blocks miR-122 activity in Huh7 sensor cells | Huh7 miR-122 Renilla luciferase sensor, 48 h; neutral wells = 0, positive control = 100 | activation (reporter increase), % at 12.5 µM | hit rate 0.3% among 340,000;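 active = mean replicate activation score at least 90 and every replicate individually at or above 90; inconclusive = only one of the two criteria met; inactive = neither criterion met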;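 also: higher luciferase means less miR-122 activity so hits act as miR-122 inhibitors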
ERAP1 HTS inh: blocks human ERAP1 aminopeptidase activity. recombinant ERAP1, Leu-AMC fluorescence, 60 min. hit rate 0.15% among 340,000. inhibition, % at 10.7 µM;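 active = mean replicate inhibition of at least 30%, or all replicates individually reaching that 30% level; inactive = mean below 30% and not every replicate reaching it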;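 also: 0% = neutral control wells and 100% = L-leucinethiol positive control wells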
F508del corr: CFTR F508del correction in bronchial cells. CFBE cells, YFP halide quenching; stimulated with forskolin plus potentiator P3; % fluorescence drop versus neutral controls. activity (quench increase), % at 7.58 µM. AID 720511. hit rate 0.36% among 350,000;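 active = mean added fluorescence quench of at least 8% versus neutral control, with both replicates also reaching 8%; inconclusive = only one of the mean or replicate conditions met; inactive = mean below 8% and not both replicates reaching 8%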;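 also: cells transiently co-express mutant CFTR-F508del with the halide-sensitive YFP; corrector assay measuring rescue of mutant channel to the surface after 24 h compound exposure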
ERp5 block: inhibitors of human ERp5 | hit rate 0.05% among 350,000 | ERp5 insulin aggregation, absorbance 650 nm, 90 min | AID 651711 | inhibition, % at 9.99 µM | Q15084;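 active = mean replicate inhibition above about 25%, with every replicate also reaching it, limit read from the data, passing the limit was not always enough; inconclusive = only one of those two criteria met; inactive = neither criterion met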
Target sequence (Q15084 whole entry, looked up): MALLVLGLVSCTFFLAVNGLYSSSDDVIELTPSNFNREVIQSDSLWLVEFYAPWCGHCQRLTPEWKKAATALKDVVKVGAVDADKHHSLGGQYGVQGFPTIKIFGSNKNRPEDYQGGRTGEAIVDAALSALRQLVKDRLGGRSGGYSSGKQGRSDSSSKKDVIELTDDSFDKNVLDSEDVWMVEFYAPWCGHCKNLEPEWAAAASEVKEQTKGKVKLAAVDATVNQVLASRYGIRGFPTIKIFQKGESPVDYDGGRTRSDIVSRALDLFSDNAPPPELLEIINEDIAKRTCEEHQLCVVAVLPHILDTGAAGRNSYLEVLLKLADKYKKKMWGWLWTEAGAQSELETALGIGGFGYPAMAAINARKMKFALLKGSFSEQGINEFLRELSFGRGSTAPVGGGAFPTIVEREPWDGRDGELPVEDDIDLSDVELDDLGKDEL
SIRT5 inh: blocks human SIRT5 desuccinylation of peptide. Q9NXA8. Purified SirT5, succinyl-peptide AMC, trypsin-coupled fluorescence. inhibition, % at 15 µM. hit rate 1.1% among 330,000; in the data active = inhibition above about 15%; inconclusive = no clear call, values can overlap the other calls
Target sequence (Q9NXA8 whole entry, looked up): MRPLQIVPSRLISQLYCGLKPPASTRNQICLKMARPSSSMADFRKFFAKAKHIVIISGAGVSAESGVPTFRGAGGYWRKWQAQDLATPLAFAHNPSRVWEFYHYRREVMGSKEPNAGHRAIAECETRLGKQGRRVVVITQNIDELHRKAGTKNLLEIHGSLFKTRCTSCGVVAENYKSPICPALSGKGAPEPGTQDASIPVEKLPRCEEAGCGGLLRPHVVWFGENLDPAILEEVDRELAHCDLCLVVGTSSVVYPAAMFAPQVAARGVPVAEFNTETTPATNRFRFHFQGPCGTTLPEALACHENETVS
DENV2 CPE rescue: inhibitors of DENV2 cytopathic effect | hit rate 1.7% among 350,000 | CPE inhibition, % at 9.99 µM | DENV2-infected cells, cytopathic effect rescue, plate reader | AID 651640; in the data active = CPE inhibition above about 20%, passing the limit was not always enough; inconclusive = no clear call, values can overlap the other calls; tested in BHK-21 cells;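 also: 0% = median of neutral control wells and 100% = median of positive control wells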
CASP6 VEID inh: caspase-6 (human) enzyme inhibition | purified caspase-6, Z-VEID-R110 cleavage fluorescence | inhibition, % at 12.5 µM | hit rate 0.53% among 350,000;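 active = mean inhibition across replicates at least about 35%, with every replicate also reaching that limit, limit read from the data; inconclusive = only one of the two criteria met; inactive = neither criterion met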;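 also: 0% = median of neutral control wells and 100% = no fluorescence left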
Active calls of the source: *; ? = inconclusive; . = no result given; [ ] = dose if it differs, or a comment. An unsorted share of the library; any-hit rate near 4%.

SMILES	miR-122 sensor	ERAP1 HTS inh	F508del corr	ERp5 block	SIRT5 inh	DENV2 CPE rescue	CASP6 VEID inh
O=C(CSc1ccccc1)Nc1nnc(COc2ccc(Cl)cc2)s1	.	2	.	2	2	-3	0
Cc1cccc(NC(=O)Cn2c(O)c(N=NC(=O)c3ccccc3O)c3ccccc32)c1	-8	1	.	-3	.	4	2
Cc1ccc(OCC(=O)Nc2ccc(F)cc2)cc1	-6	-5	0.7	-9	-3	-5	0
COc1ccc(S(=O)(=O)N2CCOCC2)cc1NC(=O)CCNC(=O)c1ccc(Cl)cc1	9	2	6.0	5	-12	-2	0
CCS(=O)(=O)Nc1ccc2c(c1)C(=O)N(C)C[C@@H](OC)[C@@H](C)CN[C@@H](C)CO2	1[16.7 µM]	1	.	3	-8	20	-2
O=C(NCCN1CCOCC1)c1cccc(S(=O)(=O)N2CCCCC2)c1	0	3	-0.6	-2	2	0	1
O=C(c1ccc(CS(=O)c2ccc(Br)cc2)o1)N1CCN(C2CCCCC2)CC1 (configuration not stated)	-7	-1	0.9	0	-2	0	-3
Cc1ccc(S(=O)(=O)N(CC(=O)N(C(C)C)C(C)C)C(=O)N2CCN(C)CC2)cc1	-3	-5	-3.3	-3	-3	0	-1
COc1ccc(OC)c(S(=O)(=O)Nc2ccc3c(c2)N(C(C)=O)CCC3)c1	73	1	-1.0	-3	0	-1	-3
COc1ccc(-c2nn(-c3ccccc3)cc2/C=C2/SC(=S)N(CCCC(=O)O)C2=O)c(C)c1	-3	1	-2.4	-4	8	1	29
CC(C)c1cn(CC[C@@H]2CC[C@@H](NS(=O)(=O)c3ccc(F)cc3)[C@H](CO)O2)nn1	.	2	-0.1	0	-5	10	0
O=C(NCc1ccc2c(c1)OCO2)C(=O)NCC1OCCN1S(=O)(=O)c1ccc(Br)cc1 (configuration not stated)	.	-3	3.3	1	2	-5	0
CCNC(=O)C1(C)CCCN1C(=O)c1ccc(C#N)cc1 (configuration not stated)	-3	-4	4.4	1	8	-9	1
COCc1c(C(=O)N/N=C\c2cccnc2)nnn1-c1nonc1N	2	-4	-2.0	1	-7	?	-4
C[C@H](CO)N1C[C@H](C)[C@@H](CN(C)C(=O)c2ccccc2)OCCCC[C@H](C)Oc2ccc(NC(=O)Cc3ccccc3)cc2C1=O	5[16.7 µM]	-1	-1.4	2	-1	-4	-2
CC(NC(=O)C(C)N1C(=O)c2cccc([N+](=O)[O-])c2C1=O)c1ccccc1 (configuration not stated)	-4	0	-0.9	3	-3	2	-2
COc1ccc(NC(=O)Nc2ccc3c(c2)C(=O)N([C@H](C)CO)C[C@@H](C)[C@H](CN(C)C(=O)NC2CCCCC2)OCCCC[C@@H](C)O3)cc1	-12[16.7 µM]	-2	5.2	2	3	9	0
OCCCc1cn(Cc2ccccc2)c2ccccc12	-2	0	-0.6	0	0	-1	3
Cc1cc(NC(=O)CSc2nc(CC(C)(C)C)nc3c2c(=O)n(C)c(=O)n3C)no1	-8	-8	0.7	1	-6	-12	3
O=C1CC(C(=O)N2CCN(c3ccccc3)CC2)CN1Cc1ccccc1 (configuration not stated)	-8	-7	-0.7	0	-5	?	1
C[C@@H]1CN([C@@H](C)CO)C(=O)c2cc(NC(=O)c3ccncc3)ccc2O[C@@H](C)CCCCO[C@@H]1CN(C)C(=O)c1ccncc1	-3[16.7 µM]	-1	4.8	0	-4	-1	2
CCCNC(=O)C[C@@H]1C[C@H]2c3cc(NC(=O)Nc4ccccc4F)ccc3O[C@H]2[C@H](CO)O1	1[16.7 µM]	1	-1.0	3	3	-2	-3
COc1ccc(CN(C)C[C@H]2Oc3ccc(NS(=O)(=O)c4ccc(F)cc4)cc3C(=O)N([C@@H](C)CO)C[C@@H]2C)cc1	-3[16.7 µM]	-1	0.2	3	-3	4	-1
CCCN(CCC)c1nc(-c2ccccn2)nc2ccccc12	-11	2	4.7	0	1	1	-5
N#C/C(=C\c1c(N2CCN(c3ccccc3)CC2)nc2ccccn2c1=O)S(=O)(=O)c1ccccc1	-2	-5	2.0	6	-4	-3	0
O=C(c1cc2cc(F)ccc2[nH]1)N1CCN(C(=O)c2ccco2)CC1	.	-3	-2.5	-4	-8	0	-5
Cc1cc(NC(=O)C2C3C(=O)N(CC4CCCO4)C(C(=O)NC(C)(C)C)C34C=CC2(C)O4)no1 (configuration not stated)	-3	4	-0.9	2	-2	1	-3
c1cc(-c2cc3nc(NC4CCCCC4)ccn3n2)ccc1OCCN1CCOCC1	-8	-4	3.5	6	-4	-7	-2
O=C(NCc1ccccc1)C(c1ccc(-c2ccccc2)cc1)n1c(=O)c(-c2cc3ccccc3[nH]2)nc2ccccc21 (configuration not stated)	.	.	10*	11	-7	-6	-4
Cc1ccc(-n2c(-c3ccccc3)c[nH]c2=S)cc1	.	-2	2.4	-5	-2	.	0
CC(=NO)C1CCC2C3CCC4CC(=NO)CCC4(C)C3C(C)(O)CC12C (configuration not stated)	-5	-1	-0.5	-3	.	10	-1
CCOC(=O)c1c(NC(=O)C2C3C=CC(C3)C2C(=O)O)sc2c1CC(C)(C)OC2 (configuration not stated)	2	-4	-1.3	-2	2	0	0
O=C(N[C@H]1C/C=C\C[C@@H](CC(=O)N(CCO)Cc2ccccc2)C(=O)N[C@H](Cc2c[nH]c3ccccc23)COC1=O)OCC1c2ccccc2-c2ccccc21	-5	0	-0.2	6	.	11	-4
CCc1ccc(Nc2n[n+](-c3ccccc3)c(-c3ccc(OC)c(Br)c3)s2)cc1	17	-3	-3.0	2	-5	-11	-1
COc1cccc(CN2CCC3(CC2)CN(C(=O)C2CC2)[C@@H](CO)c2[nH]c4cc(OC)ccc4c23)c1	.	-1	3.5	13	.	?	.
CCC(=O)Nc1ccc2c(c1)C(=O)N(C)C[C@@H](OC)[C@H](C)CN(C(=O)Nc1ccccc1F)[C@H](C)CO2	.	-1	-0.2	3	-2	0	-1
c1ccc(CSc2ccc(-c3cccnc3)nn2)nc1	.	2	-0.5	0	.	4	-1
Cc1cc(C)cc(C(=O)N2CCN=C2SCc2ccc([N+](=O)[O-])cc2)c1	-9	9	.	-5	-1	-3	-2
COC(=O)N1C[C@H](OCc2cn(-c3cc(Cl)cc(Cl)c3)nn2)[C@H](OCc2cn(-c3cc(Cl)cc(Cl)c3)nn2)C[C@@H]1c1ccccc1Br	.	1	-0.2	-1	-3	5	-5
CC(C)NC(=O)Nc1ccc2c(c1)CC(=O)N([C@H](C)CO)C[C@@H](C)[C@@H](CN(C)Cc1ccc(C(=O)Nc3ccccc3N)cc1)O2	.	-2	-2.5	6	7	3	1

A few values from the results shown:
Entry of CCOC(=O)c1c(NC(=O)C2C3C=CC(C3)C2C(=O)O)sc2c1CC(C)(C)OC2 (configuration not stated) in ERAP1 HTS inh: -4
Entry of Cc1ccc(-n2c(-c3ccccc3)c[nH]c2=S)cc1 in ERp5 block: -5
Entry of O=C(c1cc2cc(F)ccc2[nH]1)N1CCN(C(=O)c2ccco2)CC1 in SIRT5 inh: -8

3 structures from above, arranged by SMILES length, falling:
SMILES	miR-122 sensor	ERAP1 HTS inh	F508del corr	ERp5 block	SIRT5 inh	DENV2 CPE rescue	CASP6 VEID inh
O=C(N[C@H]1C/C=C\C[C@@H](CC(=O)N(CCO)Cc2ccccc2)C(=O)N[C@H](Cc2c[nH]c3ccccc23)COC1=O)OCC1c2ccccc2-c2ccccc21	-5	0	-0.2	6	.	11	-4
CCOC(=O)c1c(NC(=O)C2C3C=CC(C3)C2C(=O)O)sc2c1CC(C)(C)OC2 (configuration not stated)	2	-4	-1.3	-2	2	0	0
Cc1cc(C)cc(C(=O)N2CCN=C2SCc2ccc([N+](=O)[O-])cc2)c1	-9	9	.	-5	-1	-3	-2

The listing picks up; the four compounds before the break are reprinted first.
SMILES	miR-122 sensor	ERAP1 HTS inh	F508del corr	ERp5 block	SIRT5 inh	DENV2 CPE rescue	CASP6 VEID inh
c1ccc(CSc2ccc(-c3cccnc3)nn2)nc1	.	2	-0.5	0	.	4	-1
Cc1cc(C)cc(C(=O)N2CCN=C2SCc2ccc([N+](=O)[O-])cc2)c1	-9	9	.	-5	-1	-3	-2
COC(=O)N1C[C@H](OCc2cn(-c3cc(Cl)cc(Cl)c3)nn2)[C@H](OCc2cn(-c3cc(Cl)cc(Cl)c3)nn2)C[C@@H]1c1ccccc1Br	.	1	-0.2	-1	-3	5	-5
CC(C)NC(=O)Nc1ccc2c(c1)CC(=O)N([C@H](C)CO)C[C@@H](C)[C@@H](CN(C)Cc1ccc(C(=O)Nc3ccccc3N)cc1)O2	.	-2	-2.5	6	7	3	1
C[C@@H]1CN([C@@H](C)CO)S(=O)(=O)c2ccc(C#Cc3ccccc3)cc2O[C@@H]1CN(C)C	5[16.7 µM]	-6	-2.1	10	1	-8	2
C[C@@H]1CN([C@H](C)CO)C(=O)c2cccc(NC(=O)C3CCCCC3)c2O[C@H]1CN(C)Cc1ccc(Oc2ccccc2)cc1	15[16.7 µM]	-2	-2.2	2	2	7	1
COc1cc(C(=S)N2CCOCC2)ccc1OC(=O)c1ccccc1	.	-1	-0.8	2	-1	3	3
Cc1ccc(-c2nnc(-c3ccccc3)o2)cc1Br	-7	7	.	5	-4	.	-1
Cc1ccc(/C=N/NC(=S)NCCc2ccccc2)s1	.	6	0.2	4	-4	-1	1
COc1ccc(NC(=O)Nc2ccc3c(c2)CC(=O)N([C@@H](C)CO)C[C@H](C)[C@H](CN(C)C(=O)Nc2ccc4c(c2)OCO4)O3)cc1	16[16.7 µM]	-2	1.0	0	1	2	.
OCc1ccccc1OCCCOc1cccc2cccnc12	-2	0	0.4	0	-1	0	0
CC(=O)OCC12COC3c4ccccc4OC(C)(CC1C)C3C2C (configuration not stated)	-1	1	-2.6	-2	1	5	-6
CC(C)CCN(CC(=O)NC(C)(C)C)C(=O)C(=O)Nc1ccc2c(c1)OCCO2	.	-1	-0.2	-3	-5	.	-1
O=c1[nH]c2cc(Cl)c([N+](=O)[O-])nc2[nH]1	.	-3	.	-4	-3	4	-1
C[C@@H]1CN([C@@H](C)CO)C(=O)c2cc(NS(=O)(=O)c3cccs3)ccc2O[C@H]1CN(C)Cc1ccccc1	-2[16.7 µM]	1	1.0	24	-3	4	-1
